# Assay outcomes: PubChem, several laboratories
# Pyk2 oligo antag: Pyk2 (human) oligomerization antagonism | AID 1347419 | Q293 cells, Pyk2 FERM NanoBiT luminescence; stronger effect = lower value | 99,000 compounds, 0.83% hits | z-score (the deposit names both 25 µM and 10 µM);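 active = Z-score of -3 or lower, scaled per plate to the spread of control and sample wells; inactive = z-score above -3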;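 also: negative z-score means lost luminescence so less FERM oligomerization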
# cytoskel mod: modifiers of cytoskeleton assembly; HUVEC TNFa F-actin phalloidin imaging, high content; inhibition, % at 2 µM; 91,000 compounds, 0.18% hits; AID 836;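 active = inhibition above the batch mean plus 3 SD and confirmed as a hit by visual image inspection, cut at about 30% in these data, passing the limit was not always enough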; also: strong numbers were not always called active
# Smad3 inh: blocks human Smad3 binding to FoxH1 peptide | TR-FRET Smad3/Dy647-FoxH1 peptide binding, europium anti-His | 88,000 compounds, 0.29% hits | inhibition, % at 25 µM | AID 630;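 active = compounds that reduce the energy-transfer binding signal between the protein and its labelled peptide by more than half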;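 also: 0% = Smad3 plus labelled peptide maximal FRET and 100% = peptide-only background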
# Target sequence (P84022 whole entry, looked up): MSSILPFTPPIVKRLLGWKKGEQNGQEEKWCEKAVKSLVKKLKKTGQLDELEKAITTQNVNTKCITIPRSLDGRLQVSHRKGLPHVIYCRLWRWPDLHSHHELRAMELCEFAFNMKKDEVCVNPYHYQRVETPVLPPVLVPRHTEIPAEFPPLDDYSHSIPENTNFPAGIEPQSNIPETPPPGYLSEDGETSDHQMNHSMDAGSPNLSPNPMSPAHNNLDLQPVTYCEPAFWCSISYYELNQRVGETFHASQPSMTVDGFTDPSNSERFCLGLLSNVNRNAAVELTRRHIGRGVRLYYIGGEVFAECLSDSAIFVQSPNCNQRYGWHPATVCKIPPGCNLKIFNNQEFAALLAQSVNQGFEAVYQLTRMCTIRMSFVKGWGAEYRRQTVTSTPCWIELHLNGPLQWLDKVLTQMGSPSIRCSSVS
# VCAM1 TNFa inh: reduces TNF alpha induced VCAM1 expression in HUVEC; HUVEC TNFa-induced VCAM-1 immunofluorescence, high-content imaging; 95,000 compounds, 0.48% hits; inhibition, % at 2 µM;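 active = inhibition above the batch mean plus 3 SD, with images confirmed as a hit by eye, cut at about 37% in these data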;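 also: 0% = TNF-stimulated DMSO wells and 100% = unstimulated control wells; not every result past the cut was called active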
# H69AR growth 86K: growth inhibitors of human H69AR lung tumor cells | H69AR lung tumor viability, ATP luminescence, 72 h; stronger effect = lower value | viability, % at 10 µM | 85,000 compounds, 6% hits;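 active = viability at or below 40%; inactive = viability above 40%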;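 also: multidrug resistant small cell line overexpressing MRP-1 efflux transporter; 100% = mean luminescence of untreated control wells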
# HUVEC prolif 384: blocks proliferation of human endothelial cells; HUVEC proliferation, CellTiter-Glo luminescence, 72 h; stronger effect = lower value; viability, % at 10 µM (by protocol); 86,000 compounds, 1.1% hits; AID 648;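 active = viability at or below 30%; inactive = viability above 30%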;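 also: 100% = median luminescence of DMSO-only cell control wells on each plate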
# HUVEC tox IL1B: toxic to HUVEC cells under IL-1B stimulation | HUVEC cell count loss, Hoechst imaging, IL-1B stimulated | cell count reduction, % at 2 µM | 94,000 compounds, 0.41% hits;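 active = cell count reduction more than 3 SD above the screen-wide mean, cut at about 70% in these data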;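 also: normalized per plate to untreated control cells as the no-loss baseline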
# Lung fibro prol: blocks proliferation of human lung fibroblasts | 85,000 compounds, 1.1% hits | viability, % at 10 µM | LL 47 human lung fibroblast viability, ATP luminescence; stronger effect = lower value;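 active = viability at or below 50% in the single dose screen; inactive = viability above 50%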;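 also: compound exposure lasted 72 h before the ATP readout; 100% = median luminescence of untreated cell-only wells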
#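 Test system: LL 47 human lung fibroblasts / Incubation: 72 h compound exposure at 37 °C after overnight plating / Technique: luminescent ATP detection, CellTiter-Glo / Compound dosing: 0.1% DMSO in all compound wells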
# TNFa cytotox: HUVEC cytotoxicity counter-screen, TNF alpha stimulated | HUVEC TNFalpha-stimulated, Hoechst cell count, imaging | cell count reduction, % at 2 µM | 93,000 compounds, 0.17% hits | AID 848;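 active = cell count reduction exceeding the screen mean by over 5 SD, scaled to untreated wells per plate, cut at about 78% in these data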;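 also: cells counted after 24 h of TNF alpha exposure following the 1 h pretreatment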
# * hit, by the source's call; nt = not tested or not shown; [ ] = dose if it differs, or a comment.
SMILES,Pyk2 oligo antag,cytoskel mod,Smad3 inh,VCAM1 TNFa inh,H69AR growth 86K,HUVEC prolif 384,HUVEC tox IL1B,Lung fibro prol,TNFa cytotox
COC(=O)CCCCCCCCC(=O)Nc1nc2ccccc2s1,1.4,-17,-9,10,79,81,-8,102,0
O=C(Nc1ccc(C(F)(F)F)cc1)C1CCCN1S(=O)(=O)c1cccc2cccnc12 (stereo not drawn),-1.1,14,1,1,89,85,15,105,-22
CSc1ccccc1C(=O)NCc1ccc2c(c1)OCO2,0.69,nt,5,nt,92,95,-41,89,nt
CCC(C)NC(=O)CCC(=O)Nc1ccc2nc(N3CCOCC3)cc(C)c2c1 (stereo not drawn),0.55,38,8,5,91,91,-3,93,-26
O=C(CSc1ncccn1)NCCc1ccccc1,-0.02,nt,1,nt,95,97,nt,90,nt
Cn1c(NCCc2ccccc2)cc(=O)n(C)c1=O,-0.88,7,nt,-3,nt,nt,-35,nt,0
CCCc1cc(N2CCCC(C(=O)Nc3ccc(OC)cc3OC)C2)n2ncnc2n1 (stereo not drawn),0.71,26,2,4,102,98,-32,99,-13
Cc1cc(=O)n(-c2ccc3ccccc3n2)[nH]1,-0.89,nt,2,nt,96,61,-5,77,nt
COc1cccc(-c2nnn(CC(=O)O)n2)c1,2.5,10,9,14,96,99,-11,108,-17
O=C(Nc1ccc(C(=O)N2CCCC2)cc1)c1ccc2c(c1)OCO2,-0.48,nt,-8,-25,59,79,-7,88,-8
CN(C)c1nc(N)nc(CSc2nc3cc(Cl)ccc3o2)n1,0.86,-3,0,-1,83,118,8,94,-1
CC1(C)Cc2ccccc2-c2nnc(-c3ccccn3)n21,0.14,-7,8,7,98,86,-12,102,-21
O=C(NN1C(=O)c2ccccc2C1=O)C1CCCCC1,-0.32,0,nt,-7,nt,nt,-3,nt,-14
COc1ccccc1Nc1ccc(C(=O)NC2CCCCC2)cn1,-0.96,-24,-4,23,95,95,-18,100,4
CCCn1c(CN2CCN(c3cccc(Cl)c3)CC2)nc2c1c(=O)n(C)c(=O)n2C,nt,-10,3,5,68,76,-1,92,-20
Cn1c(SCC(=O)NCc2cccs2)nnc1-c1ccncc1,-0.1,-2,3,7,79,92,-16,97,-44
COc1ccc(NC(=O)C2CCCNC2)cc1OCC(C)C (stereo not drawn),3.7,42,10,-11,81,94,29,96,-4
CN1CC2CCCC3(C1)C(=O)NC1(CCCCC1)N=C23 (stereo not drawn),-0.39,nt,0,nt,106,92,nt,94,nt
COc1ccccc1/C=C/C(=O)N1CCOCC1,-0.26,9,3,8,101,97,-2,113,-37
N#Cc1c2c(c(N3CCN(CCO)CC3)n3c1nc1ccccc13)CCCC2,nt,nt,-3,nt,86,90,nt,98,nt

# 6 of the entries above in order of their number in Pyk2 oligo antag, high to low:
compound	Pyk2 oligo antag
COc1cccc(-c2nnn(CC(=O)O)n2)c1	2.5
CCCc1cc(N2CCCC(C(=O)Nc3ccc(OC)cc3OC)C2)n2ncnc2n1 (stereo not drawn)	0.71
CCC(C)NC(=O)CCC(=O)Nc1ccc2nc(N3CCOCC3)cc(C)c2c1 (stereo not drawn)	0.55
Cn1c(SCC(=O)NCc2cccs2)nnc1-c1ccncc1	-0.1
O=C(Nc1ccc(C(=O)N2CCCC2)cc1)c1ccc2c(c1)OCO2	-0.48
O=C(Nc1ccc(C(F)(F)F)cc1)C1CCCN1S(=O)(=O)c1cccc2cccnc12 (stereo not drawn)	-1.1

# Remaining list, next part:
SMILES,Pyk2 oligo antag,cytoskel mod,Smad3 inh,VCAM1 TNFa inh,H69AR growth 86K,HUVEC prolif 384,HUVEC tox IL1B,Lung fibro prol,TNFa cytotox
O=C(O)CSc1nnc(-c2ccccc2)o1,0.94,-31,-5,-2,107,98,nt,99,-8
c1ccc(-c2nc3ccccc3o2)nc1,0.27,21,0,19,81,95,-70,99,-30
Cc1ccc(-n2c(SCC(=O)Nc3ccc4c(c3)OCO4)nnc2-c2ccccn2)cc1,-0.77,-3,-5,6,66,59,2,42*,-5
O=C(NCCc1c[nH]c2ccccc12)c1ccc(S(=O)(=O)NCc2ccco2)cc1,0.61,6,-2,0,39*,70,-61,96,-28
CN(c1ccccc1)C(c1ccc(F)cc1)c1nnnn1CC1CCCO1 (stereo not drawn),-0.95,3,-17,-3,84,114,-43,90,-6
CCn1c(=O)c(C(=O)CN2CC(C)OC(C)C2)c(N)n(Cc2ccccc2)c1=O (stereo not drawn),0,11,-4,2,98,93,0,99,-14
CC1=C(NCCc2ccccc2)CCC1=O,-0.59,-10,2,-14,101,96,-25,99,11
COc1ccc(-c2nnc(SCC(=O)N3CCCc4ccccc43)o2)cc1OC,0.71,34*,-9,-5,37*,85,0,98,7
O=C(NCCc1ccccc1)C1CCCN(S(=O)(=O)c2cnc[nH]2)C1 (stereo not drawn),nt,-2,0,1,94,94,6,96,-2
CCCCNC(=O)CCNS(=O)(=O)c1ccc(Br)cc1,-0.45,15,nt,-5,nt,nt,-18,nt,-18
CCOC(=O)CSc1nc2ccc(S(=O)(=O)N3CCOCC3)cc2[nH]1,0.68,2,-2,2,82,96,-110,98,-2
CCn1cc(SCC(N)=O)c2ccccc21,nt,nt,4,nt,94,89,nt,95,nt
O=C(CSc1nncn1-c1ccccc1)NCc1cccs1,-0.3,nt,-16,-11,99,103,-3,104,-24
CC(C)(C)NC(=O)C(Cc1ccccc1)NS(=O)(=O)c1cccc2nsnc12 (stereo not drawn),0.53,-2,-10,-5,93,104,-16,106,-1
CC(C)OP(=O)(OC(C)C)C(NC(=O)c1ccc(Br)cc1)c1ccccc1 (stereo not drawn),0.72,-2,-5,4,28*,78,-14,94,-26
COc1ccc(/C=C/C(=O)c2ccc3c(c2)OCCO3)cc1[N+](=O)[O-],-1.6,-29,nt,-10,nt,nt,31,nt,9
Cc1ccc2cccc(O)c2[n+]1[O-],-0.64,-7,4,7,83,102,-22,97,-40
Cc1ccc(N2CC(C(=O)Nc3ccc(S(=O)(=O)N4CCOCC4)cc3)CC2=O)cc1 (stereo not drawn),-0.2,-3,-13,-10,81,92,28,105,5
CCCCCn1c(CN2CCN(c3cccc(Cl)c3)CC2)nc2c1c(=O)n(C)c(=O)n2C,-0.02,7,-1,0,76,81,-4,95,-4
Nc1nnc(-c2ccccc2)s1,-0.15,5,11,7,99,96,9,95,-13
O=C1CCCN1CCCNc1ccc(S(=O)(=O)N2CCCCC2)cn1,-0.31,5,7,-1,95,96,-13,98,-15
O=C(CSc1nnc(-c2cccnc2)n1CCc1ccccc1)N1CCCCC1,1.5,6,2,-11,91,94,-19,105,-24
O=C(COc1ccc(Br)cc1)Nc1ccc(-c2nnc(-c3ccco3)o2)cc1,0.61,-8,-5,2,99,71,-19,95,11
CC(=O)Nc1cccc(NC(=O)CCCC(=O)O)c1,-0.55,-24,7,2,104,98,8,96,28
CCOC(=O)CNC(=O)c1sc2ncnc(N3CCc4ccccc4C3)c2c1C,0.13,11,1,-16,47,73,-25,101,-43
C=CCn1c(=O)c2ccccc2n2c(SCc3nc4ccccc4s3)nnc12,-0.71,9,6,8,45,81,-16,98,-21
Cc1oc2ccc(OCC(N)=O)cc2c1C(=O)OC(C)C,0.28,-12,nt,19,nt,nt,-12,nt,-29
COc1ccc(NC(=O)Cn2cnc3c(cnn3-c3ccc(C)c(C)c3)c2=O)c(OC)c1,-0.49,-17,-8,-18,8.3*,56,-12,94,-3
NC(=O)c1cn(-c2ccccc2)nc1-c1cc2ccccc2oc1=O,0.32,1,2,-5,89,96,-2,89,4
CCCNC(=O)CCC(NS(=O)(=O)c1ccc(C)cc1)C(=O)NCCC (stereo not drawn),1.4,3,-12,-74,93,87,-2,92,0
CCCCC(=O)Nc1nnc(SCC(=O)NC2CCCC2)s1,0.74,-19,-14,-18,104,90,-2,104,-4
CNC(=O)CSCc1cnn(-c2ccccc2)c1-n1cccc1,0.46,3,-4,-6,87,101,2,98,-22
CCN1CCN(CC(=O)Nc2ccc(C)cc2C)C(=O)C1=O,nt,2,13,6,92,94,-2,97,-16
COc1ccc(CCNC(=O)CSc2nc(C)nc3c2oc2ccccc23)cc1OC,0.11,11,7,-8,81,93,-19,98,-32
CC(=O)C(Sc1ccc2nnc(-c3ccncc3)n2n1)C(C)=O,nt,10,-9,4,102,94,-13,90,-11
Cc1ccc(OCC(=O)N2CCN(c3ccc([N+](=O)[O-])c(N4CCOCC4)c3)CC2)cc1,2,30,nt,0,nt,nt,10,nt,6
COc1cccc(-n2nnc3c(=O)n(Cc4c(F)cccc4Cl)cnc32)c1,-0.07,-1,5[fluorescence artefact?],-3,90,93,-35,99,5
COC(=O)C1=C(C)NC(=O)C1(NC(=O)c1cccnc1)C(F)(F)F (stereo not drawn),0.86,9,2,-8,96,106,-31,98,9
COc1cc(OC)c(-c2nnc(-c3ccc(OC)c(OC)c3OC)o2)cc1OC,-1.3,-35,9,33,48,86,-51,102,2
O=C(NC(Cc1c[nH]c2ccccc12)c1nnc2n1CCCCC2)c1cccs1 (stereo not drawn),0.23,-6,-2,2,99,92,-24,103,-10
CC1CCCC(NC(=O)COC(=O)c2ccc(N(C)C)cc2)C1C (stereo not drawn),-0.4,-1,3,14,89,103,1,101,7
CCc1ccc(N(CC(=O)Nc2nc3ccc(C)cc3s2)S(=O)(=O)c2c(C)noc2C)cc1,nt,-2,8,1,3.3*,50,5,98,-9
O=C(CN1C(=O)NC2(CCc3ccccc32)C1=O)c1ccc2c(c1)OCCO2 (stereo not drawn),-0.49,nt,6,nt,86,79,nt,89,nt
CCOC(=O)C1CCN(C(=O)COc2ccc(Cl)cc2)CC1,1.3,23,-8,4,101,88,-1,104,-21
COc1ccc(C2NC(=O)NC(C)=C2C(=O)OCc2ccc3c(c2)OCO3)cc1OC (stereo not drawn),-1.3,-5,0,33,94,92,8,83,5
CC(=O)Nc1ccc(S(=O)(=O)N2CCN(C(=O)c3cccnc3)CC2)cc1,-0.4,7,2,-6,103,98,8,102,-9
CCCCNC(=O)c1cc2c(=O)n3cccc(C)c3nc2n1C,nt,nt,-4[fluorescence artefact?],nt,42,75,nt,96,nt
O=C(C1CCN(S(=O)(=O)c2ccc3ccccc3c2)CC1)N1CCN(c2ncccn2)CC1,0.79,nt,0,nt,74,104,nt,103,nt
Cc1csc2nc(CNS(=O)(=O)c3ccc(-c4ccccc4)cc3)cn12,nt,nt,-1,nt,83,104,nt,101,nt
O=C(/C=C/Nc1ccccc1)c1ccc(Oc2ncccn2)cc1,-0.99,-47,nt,1,nt,nt,-7,nt,6
CC(C)CN(/C=N/c1sc2c(c1C#N)CCCCC2)CC(C)C,-0.2,-9,5,14,89,94,-8,87,-11
CSc1nn(CCc2ccncc2)c(=S)s1,0.41,9,0,4,63,88,-11,90,4
CCOC(=O)CN1C(=O)C(Sc2n[nH]c(-c3ccc(C)cc3)n2)CCc2ccccc21 (stereo not drawn),-1.5,7,nt,9,nt,nt,nt,nt,-10
CCOC(=O)CS(=O)(=O)c1ccc2ccccc2c1,1.5,11,3,3,107,76,-47,85,-16

# 2 entries from above, tab-delimited:
SMILES	Pyk2 oligo antag	cytoskel mod	Smad3 inh	VCAM1 TNFa inh	H69AR growth 86K	HUVEC prolif 384	HUVEC tox IL1B	Lung fibro prol	TNFa cytotox
CC(C)CN(/C=N/c1sc2c(c1C#N)CCCCC2)CC(C)C	-0.2	-9	5	14	89	94	-8	87	-11
CSc1nn(CCc2ccncc2)c(=S)s1	0.41	9	0	4	63	88	-11	90	4

# Some of the compounds tested; the hit share may differ from the screen's.
